Source: PubChem BioAssay
sEH activator: activators of human soluble epoxide hydrolase | AID 717 | 91,000 tested, 0.04% active | purified human sEH enzymatic activity, activator screen | activation, % at 2 µM; in the data active means activation above about 37%; further: values of inactives mirror those of a sister screen read the other way
Target sequence (P34913 whole entry, looked up): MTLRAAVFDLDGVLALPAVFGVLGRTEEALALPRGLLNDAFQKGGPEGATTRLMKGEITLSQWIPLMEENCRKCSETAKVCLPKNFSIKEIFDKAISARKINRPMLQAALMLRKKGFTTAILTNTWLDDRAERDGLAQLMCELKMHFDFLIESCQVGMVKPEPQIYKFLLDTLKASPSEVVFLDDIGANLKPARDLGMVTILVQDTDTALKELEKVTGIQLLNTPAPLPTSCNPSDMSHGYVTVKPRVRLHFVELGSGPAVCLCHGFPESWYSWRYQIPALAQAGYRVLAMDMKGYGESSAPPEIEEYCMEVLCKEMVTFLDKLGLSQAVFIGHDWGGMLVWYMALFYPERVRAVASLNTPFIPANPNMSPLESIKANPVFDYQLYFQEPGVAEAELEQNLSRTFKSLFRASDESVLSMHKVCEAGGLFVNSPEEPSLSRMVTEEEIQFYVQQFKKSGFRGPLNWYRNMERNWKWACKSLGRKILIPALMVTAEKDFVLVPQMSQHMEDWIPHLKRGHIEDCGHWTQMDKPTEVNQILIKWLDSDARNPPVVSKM
sEH inhibitor: inhibitors of human soluble epoxide hydrolase; P34913; recombinant human sEH enzymatic activity assay; inhibition, % at 2 µM; 91,000 tested, 0.34% active; AID 707; in the data active means inhibition above about 80%; further: values of inactives mirror those of a sister screen read the other way; many of its hits are not listed in these tables
Active calls of the source: *.

The opening 23 compounds (preview)
SMILES	sEH activator	sEH inhibitor
COc1ccc(NC(=S)N(CCc2nc3cc(C)c(C)cc3[nH]2)Cc2cccnc2)cc1	-9	11
CCC(=O)Nc1ccc(/C(C)=N\NC(=O)c2ccc(C)s2)cc1	7	-9
COc1ccc(-c2cc(C(=O)Nc3sc4c(c3C#N)CCCC4)c3ccccc3n2)cc1OC	0	0
Nc1[nH]n2c(=O)c3c(nc2c1N=Nc1ccc(Cl)cc1)CCCC3	5	-2
Cc1cc(N2CCOCC2)ncc1[N+](=O)[O-]	-3	3
COc1ccc(/C=N/NC(=O)c2ccc3ccccc3c2)cc1OS(=O)(=O)c1ccc(NC(C)=O)cc1	-33	33
COc1cc2c(cc1NC(=O)c1cc(-c3cccnc3)nc3ccc(C)cc13)oc1ccccc12	11	-8
Cc1cccc(C(=O)N2c3ccccc3C(=O)OC2c2ccc3c(c2)OCO3)c1 (stereo not given)	6	-5
O=C(Nc1ccc(Cl)cc1C(F)(F)F)c1ccc(Cl)cc1	-8	9
CC1=N/C(=C\c2ccc([N+](=O)[O-])cc2)C(=O)N1c1ccc(Cl)cc1	1	-1
O=C(c1cc(Cl)c(=O)n(Cc2ccc(Cl)cc2)c1)N1CCOCC1	0	3
CCOC(=O)c1c(NC(=O)CSc2nnc(-c3cccc(C)c3)n2CC)sc(C(C)=O)c1C	0	0
COc1ccc(N2CCN(C(=S)Nc3cc(C)ccc3C)CC2)cc1	3	0
O=C(Nc1ccc(NC(=S)NC(=O)c2ccccc2Cl)cc1)c1cccc(Cl)c1	-24	26
C=CCN(CC=C)C(=S)Nc1ccccc1	10	-10
Cc1nc(-c2cccnc2)sc1C(=O)Nc1cccc(C(F)(F)F)c1	5	-2
COc1ccc(-c2cc(=Nc3ccc(C)cc3)c3ccccc3o2)cc1	-2	4
COC(=O)c1ccc(Oc2coc3cc(OCc4cnn(-c5ccccc5)c4)ccc3c2=O)cc1	6	-5
S=C(Nc1ccccc1)Nc1ccc(OCc2ccccc2)cc1	0	3
CCOC(=O)Cn1nc(C)n(-c2ccccc2)c1=O	-1	4
Cc1ccc(OCC(O)CNC(=O)c2ccccc2C(=O)O)cc1 (stereo not given)	14	-13
FC(F)(F)c1nc2ccccc2n2c(-c3ccc(Cl)cc3Cl)nnc12	-3	4
CCOC(=O)c1sc(=S)n(-c2ccc(Cl)cc2)c1SC	7	-5

This part in full (from the top)
SMILES	sEH activator	sEH inhibitor
COc1ccc(NC(=S)N(CCc2nc3cc(C)c(C)cc3[nH]2)Cc2cccnc2)cc1	-9	11
CCC(=O)Nc1ccc(/C(C)=N\NC(=O)c2ccc(C)s2)cc1	7	-9
COc1ccc(-c2cc(C(=O)Nc3sc4c(c3C#N)CCCC4)c3ccccc3n2)cc1OC	0	0
Nc1[nH]n2c(=O)c3c(nc2c1N=Nc1ccc(Cl)cc1)CCCC3	5	-2
Cc1cc(N2CCOCC2)ncc1[N+](=O)[O-]	-3	3
COc1ccc(/C=N/NC(=O)c2ccc3ccccc3c2)cc1OS(=O)(=O)c1ccc(NC(C)=O)cc1	-33	33
COc1cc2c(cc1NC(=O)c1cc(-c3cccnc3)nc3ccc(C)cc13)oc1ccccc12	11	-8
Cc1cccc(C(=O)N2c3ccccc3C(=O)OC2c2ccc3c(c2)OCO3)c1 (stereo not given)	6	-5
O=C(Nc1ccc(Cl)cc1C(F)(F)F)c1ccc(Cl)cc1	-8	9
CC1=N/C(=C\c2ccc([N+](=O)[O-])cc2)C(=O)N1c1ccc(Cl)cc1	1	-1
O=C(c1cc(Cl)c(=O)n(Cc2ccc(Cl)cc2)c1)N1CCOCC1	0	3
CCOC(=O)c1c(NC(=O)CSc2nnc(-c3cccc(C)c3)n2CC)sc(C(C)=O)c1C	0	0
COc1ccc(N2CCN(C(=S)Nc3cc(C)ccc3C)CC2)cc1	3	0
O=C(Nc1ccc(NC(=S)NC(=O)c2ccccc2Cl)cc1)c1cccc(Cl)c1	-24	26
C=CCN(CC=C)C(=S)Nc1ccccc1	10	-10
Cc1nc(-c2cccnc2)sc1C(=O)Nc1cccc(C(F)(F)F)c1	5	-2
COc1ccc(-c2cc(=Nc3ccc(C)cc3)c3ccccc3o2)cc1	-2	4
COC(=O)c1ccc(Oc2coc3cc(OCc4cnn(-c5ccccc5)c4)ccc3c2=O)cc1	6	-5
S=C(Nc1ccccc1)Nc1ccc(OCc2ccccc2)cc1	0	3
CCOC(=O)Cn1nc(C)n(-c2ccccc2)c1=O	-1	4
Cc1ccc(OCC(O)CNC(=O)c2ccccc2C(=O)O)cc1 (stereo not given)	14	-13
FC(F)(F)c1nc2ccccc2n2c(-c3ccc(Cl)cc3Cl)nnc12	-3	4
CCOC(=O)c1sc(=S)n(-c2ccc(Cl)cc2)c1SC	7	-5
CCOc1ccc(NC(=O)C23CC4CC(C2)CC(c2ccccc2)(C4)C3)cc1	-38	40
FC(F)(F)c1cc(C(F)(F)F)n2nc(-c3sccc3-n3cccc3)cc2n1	6	-7
CCc1ccc2[nH]c(O)c(N=Nc3nc(-c4ccccc4)cs3)c2c1	3	-2
CC(C)(C)C(=O)N1CCN(c2ccc([N+](=O)[O-])cc2Cl)CC1	14	-13
O=S(=O)(NCc1cc(-c2ccccc2Cl)no1)c1ccc(Cl)cc1	2	0
CC(CCc1ccccc1)NC(=O)/C=C/c1ccccc1 (stereo not given)	4	-4
O=C(/C(=C/O)N=Nc1ccc(Cl)cc1)c1ccncc1	-1	4
O=C(Nc1ccccc1)c1ccc(CSc2ncccn2)cc1	-1	0
COC(=O)c1sccc1-c1ccc(C(=O)Nc2ccccc2)o1	-28	26
Cn1c2ccccc2c2cc(C(=O)N3CCOCC3)sc21	-4	4
CCOc1cc(/C=N/NC(=O)Cc2ccc(C(F)(F)F)cc2[N+](=O)[O-])c(Br)cc1OC	-45	45
COc1cnc(-c2ccccc2)nc1Oc1cccc(C)c1C	-10	9
NC(=O)c1ccccc1NC(=O)/C=C/c1c(Cl)cccc1Cl	-9	10
CC(C)(C)c1ccc(/C=C/C(=O)NC2=NCCS2)cc1	2	4
O=c1c2c(n3cnnc3n1-c1ccccc1)-c1ccccc1CC21CCCCC1	-1	4
Cc1cc(/C=N\NC(=O)CC(=O)NC2CCCCC2)c(C)n1-c1ccc(Cl)c(Cl)c1	-10	13
Nc1nc(Br)c2c(F)cccc2c1-c1ccccc1	-8	10

Ordered by the number under sEH activator (lowest first): 3 of the compounds above
SMILES	sEH activator	sEH inhibitor
COC(=O)c1sccc1-c1ccc(C(=O)Nc2ccccc2)o1	-28	26
Nc1nc(Br)c2c(F)cccc2c1-c1ccccc1	-8	10
CC(C)(C)c1ccc(/C=C/C(=O)NC2=NCCS2)cc1	2	4

(more compounds)
SMILES	sEH activator	sEH inhibitor
CCOc1ccc(NC(=S)NC(=O)/C=C/c2ccc(C)cc2)c([N+](=O)[O-])c1	7	-6
Cc1ccc(S(=O)(=O)Nc2nc(C)c(NC(=O)Nc3ccc(Cl)cc3Cl)s2)cc1	-5	7
Cc1ccc(-n2c(C)cc(C(=S)N3CCOCC3)c2C)cc1C	0	2
CN(C)c1ccnc(Oc2ccc(F)cc2)c1C#N	12	-9
CSc1nnc(-c2ccccc2N=Cc2c(C)[nH]n(-c3ccc4ccccc4c3)c2=O)c(=O)[nH]1	-2	3
CC1(C)CC(=O)C(C=NCCN2CCN(C(=S)Nc3ccccc3)CC2)=C(O)C1	11	-8
Cc1ccc(CSc2nnc(C(F)(F)F)n2Cc2ccc(F)cc2)cc1	0	-2
O=C(Oc1ccc(-c2nccc(-c3ccccn3)n2)cc1)c1cccc(C(F)(F)F)c1	8	-10
CN(C)c1ccc(N=C/C=C2\N(C)c3ccccc3C2(C)C)cc1	14	-15
Cc1cccc(OCC(=O)Nc2ccc(C(=O)NCc3cccnc3)cc2)c1	2	0
Cc1ccc(N=C/C(C(=O)C(F)(F)F)=C(\O)c2cccs2)cc1	4	-6
Cc1cc(/C=C2\SC(=S)N(Cc3ccco3)C2=O)c(C)n1-c1cccnc1	12	-13
O=S(=O)(c1cccc(C(F)(F)F)c1)N1CCC(c2cc(-c3cccc4ccccc34)n[nH]2)CC1	-14	15
O=c1cc(N2CCCCC2)c(-c2ccccc2)nn1Cc1c(Cl)cccc1Cl	-6	11
O=C(O)C=C1CCN(c2ncc(C(F)(F)F)cc2Cl)CC1	4	-4
O=C1CC(=Nc2ccccc2)NN1c1ccccc1	1	5
N/C(=N\OC(=O)c1ccccc1Cl)c1ccccc1	-2	5
O=S(=O)(/N=C(\Nc1ccc(F)cc1)C(F)(F)F)c1ccccc1	8	-5
NS(=O)(=O)c1ccc(NC(=S)NCc2ccc(Cl)cc2)cc1	-1	6
COc1ccc(/C=N/NC(=O)CCCOc2ccc(Cl)cc2Cl)cc1[N+](=O)[O-]	-30	34
Cc1ccccc1Cn1cc(NC(=O)CSc2nc3c(c(C(F)(F)F)n2)CCc2ccccc2-3)cn1	-6	8
O=C(CSCC(=O)Nc1ccc2ccccc2c1)NCc1ccccc1	12	-12
O=C(Cn1c(O)c(/C=C2\C=Nc3ccccc32)sc1=O)Nc1ccc2c(c1)OCO2	-2	2
Nc1c(-c2ccc(F)cc2)cnc2ncnn12	-1	3
O=C1CC(SCCc2nc3ccccc3[nH]2)C(=O)N1c1ccc(F)c(Cl)c1 (stereo not given)	-36	38
COC(=O)c1scc(C)c1NC(=O)Cc1ccccc1	-11	12
CCOC(=O)c1nn(-c2ccccc2F)c(-c2ccccc2)c1C(=O)c1ccccc1	-2	-1
Cc1ccc(CN2CCS(=O)(=O)CC2)cc1	6	-8

This is a subset. The share of hits here may be higher or lower than overall.
